# Bioassay records deposited in PubChem by National Center for Advancing Translational Sciences (NCATS).
# PI5P4Ka inh: qHTS for Inhibitors of phosphatidylinositol 5-phosphate 4-kinase (PI5P4K). Phosphatidylinositol 5-phosphate 4-kinase type-2 alpha (Homo sapiens), P48426. PI5P4Kalpha enzyme, ADP-Glo luminescence, 60 min; stronger effect = lower value. max response, %. actives 1.2% (n = 330,000); active means max response of -50% or lower; inconclusive means between -30% and -50%; inactive means -30% or higher; further: value at the top dose of about 77 µM; on the % scale 0 is the no-effect control and ±100 the full control effect
#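 Human PI5P4Kalpha with substrate in 0.038 M HEPES pH 7.4, 0.28 mM EGTA, 0.1% CHAPS, 5% DMSO; reaction started with 5 microM ATP (final), 60 min at room temperature. ADP formed read by ADP-Glo luminescence.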
# PLK1 PBD block: qHTS for Inhibitors of PLK1-PDB (polo-like kinase 1 - polo-box domain): Primary Screen | Serine/threonine-protein kinase PLK1 (Homo sapiens), P53350 | Plk1 PBD binding of FITC phosphopeptide, fluorescence polarization | Potency, µM, for the others: max response, negative = inhibition, most hits filed as inhibitors | actives 2.8% (n = 360,000); further: potency means the concentration at half of the fitted maximal effect; series mostly up to about 57 µM; on the % scale 0 is the no-effect control and ±100 the full control effect; nearly all actives have a fitted effect of over 65% in size
# Target sequence (P53350 whole entry, looked up, the tested form may be a part): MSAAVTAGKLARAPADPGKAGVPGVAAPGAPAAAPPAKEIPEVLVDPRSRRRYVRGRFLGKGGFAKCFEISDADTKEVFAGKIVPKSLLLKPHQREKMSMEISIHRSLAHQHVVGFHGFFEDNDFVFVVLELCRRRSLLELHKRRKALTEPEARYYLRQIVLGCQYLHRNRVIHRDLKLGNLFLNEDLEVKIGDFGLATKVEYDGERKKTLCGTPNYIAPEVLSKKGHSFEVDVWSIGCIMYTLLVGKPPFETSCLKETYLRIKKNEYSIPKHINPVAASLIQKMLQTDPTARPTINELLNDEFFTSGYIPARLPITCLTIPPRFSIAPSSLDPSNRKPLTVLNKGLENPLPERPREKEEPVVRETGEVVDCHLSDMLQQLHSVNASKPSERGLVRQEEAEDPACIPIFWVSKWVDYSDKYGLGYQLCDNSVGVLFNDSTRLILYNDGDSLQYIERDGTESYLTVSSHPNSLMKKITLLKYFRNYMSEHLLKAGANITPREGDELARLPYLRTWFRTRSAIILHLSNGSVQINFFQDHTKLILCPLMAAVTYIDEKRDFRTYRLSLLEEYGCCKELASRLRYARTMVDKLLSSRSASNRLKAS
# GLP-1R agonist: qHTS of GLP-1 Receptor Agonists; Glucagon-like peptide 1 receptor (Homo sapiens), P43220; HEK293 GLP-1R CRE-luciferase, luminescence, 4-6 h; cells express a hypersensitive GLP-1R form; Potency, µM (top dose mostly 45.6 µM), for the others: at the top dose activation, most hits filed as activators; actives 0.007% (n = 380,000); AID 624172, 2012; further: potency means the concentration at half of the fitted maximal effect; % of control where 0% means no effect
# GLP-1R inv ag: qHTS of GLP-1 Receptor Inverse Agonists (Inhibition Mode); HEK293 GLP-1R CRE-luciferase, luminescence, 24 h; GLP-1R form is constitutively active; Potency, µM (highest dose often 38.3 µM), for inactives: at the top dose activity change, negative = inhibition, hits mostly inhibitors; AID 624417, 2012; actives 1.6% (n = 410,000); further: potency means the concentration at half of the fitted maximal effect; on the % scale 0 is the no-effect control and ±100 the full control effect; nearly all actives have a fitted effect of over 55% in size
#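 Assay principle: reduced luminescence from a cAMP-responsive reporter in HEK293 cells co-expressing a constitutively active GLP-1R. Conditions: 24 hr compound incubation, 37 deg C, 5% CO2.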
# IL2 activator: qHTS of IL-2 Activators; actives 0.065% (n = 360,000); IL-2 activation reporter assay, cell-based qHTS; stimulated with anti-CD3/CD4/CD28 beads; in transgenic mouse T cells; activation, % (series mostly up to about 46 µM); in the data active means activation above about 50%; inconclusive means mostly about 30% to 49%; further: 0% is about no effect
#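 Quantitative HTS in unstimulated transgenic mouse T cells, with memory T cells as non-tolerant control and PMA/ionomycin as tolerance-bypass control. Compound pretreatment lasted 60 minutes before 18 h bead stimulation; EGFP/DsRed fluorescence read.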
# DRD3 antagonist: qHTS of D3 Dopamine Receptor Antagonist: qHTS; D(3) dopamine receptor (Homo sapiens), P35462; actives 2.5% (n = 360,000); D3R cells, DiscoveRx beta-arrestin luminescence, antagonist mode; stronger effect = lower value; max response, negative = inhibition, %; in the data active means max response below about -50%; inconclusive means no clear call, values can overlap the other calls; further: on the % scale 0 is the no-effect control and ±100 the full control effect; mostly tested at two doses, the higher about 12 µM
# Target sequence (P35462 whole entry, looked up): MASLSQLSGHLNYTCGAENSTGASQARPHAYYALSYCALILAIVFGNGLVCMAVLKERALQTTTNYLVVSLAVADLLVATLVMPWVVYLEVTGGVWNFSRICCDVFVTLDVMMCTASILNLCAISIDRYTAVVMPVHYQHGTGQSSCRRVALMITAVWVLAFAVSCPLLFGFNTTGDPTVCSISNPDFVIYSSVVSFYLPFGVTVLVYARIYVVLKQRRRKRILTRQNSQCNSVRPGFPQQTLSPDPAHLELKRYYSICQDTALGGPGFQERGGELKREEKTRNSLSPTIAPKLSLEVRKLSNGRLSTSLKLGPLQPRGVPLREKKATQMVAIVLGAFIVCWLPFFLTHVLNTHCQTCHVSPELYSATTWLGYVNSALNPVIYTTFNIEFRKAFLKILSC
#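 Cells expressing the human receptor were seeded at 1500 cells/well, incubated overnight at 37 degrees C in 5% CO2, then exposed to library compounds with dopamine controls for 90 minutes at 37 degrees C before luminescent detection.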
# GLP1R cytotox: qHTS of GLP-1 Receptor Inverse Agonists: Cytotox Screen; Potency, µM (series often up to 38.3 µM), inactives show at the highest dose activity change, negative = inhibition, most hits filed as inhibitors; actives 0.13% (n = 410,000); AID 624418, 2012; HEK293 cAMP-luciferase reporter cells, luminescence, 24 h;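 further: loss of luciferase light is scored as toxicity; potency means the concentration at half of the fitted maximal effect; on the % scale 0 is the no-effect control and ±100 the full control effect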
#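 Luminescence readout: signal drop marks cytotoxicity. Plated cells grew 12 h at 37 °C, 5% CO2, received 23 nL compound for 24 h, then got luciferase reagent, read after 12 min at RT.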
# WRN helicase inh: qHTS for Inhibitors of WRN Helicase. actives 0.46% (n = 360,000). AID 651768, 2012. WRN helicase unwinding, fluorescent forked duplex, kinetic. Potency, µM (titrated, usually from 114 µM), without a hit: top-dose activity change, negative = inhibition, usual class: inhibitors. Bifunctional 3'-5' exonuclease/ATP-dependent helicase WRN (Homo sapiens), Q14191; further: potency means the concentration at half of the fitted maximal effect; on the % scale 0 is the no-effect control and ±100 the full control effect; nearly all actives have a fitted effect of over 55% in size
#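 WRN at 20 nM final preincubated with compound 15 min at room temperature; reaction started with 100 nM fluorophore/quencher forked duplex oligonucleotide and 2 mM ATP final. Unwinding followed kinetically by red fluorescence (ex 525, em 598 nm).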
# D3 ag: qHTS of D3 Dopamine Receptor Agonist: qHTS | D(3) dopamine receptor (Homo sapiens), P35462 | D3R DiscoveRx beta-arrestin cells, luminescence, 90 min | max activation, % | actives 0.58% (n = 410,000); in the data active means max activation above about 30%; further: 0% is about no effect; mostly tested at two doses, the higher about 12 µM
#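 Cells at 1500/well, incubated overnight, then treated with pinned compounds (dopamine as control) for 90 min at 37 degrees C. DiscoveRx reagent added for 30 - 60 minutes at room temperature; luminescence read.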
# Starred values were filed as active, the others as inactive; ? = inconclusive; / = not tested or not shown; [ ] = remark or other dose. Unless noted, the call rests on the fitted dose curve; in most records, active means well fitted curve in the direction sought with a large enough effect; inconclusive means small, poorly fitted or top-dose-only effect, or another doubt; inactive means no such curve, though single readings can be large; an effect the other way counts as inactive or inconclusive.
cpd	SMILES	PI5P4Ka inh	PLK1 PBD block	GLP-1R agonist	GLP-1R inv ag	IL2 activator	DRD3 antagonist	GLP1R cytotox	WRN helicase inh	D3 ag
1	COC/C=C/C1=CC(=O)C[C@H](c2ccc3c(c2)OCO3)C1	-6	-5%	-6%	-5%	-0.1	5	-13%	-1%	2
2	CC1CCN(S(=O)(=O)c2cccc(-c3cn4cc(Cl)ccc4n3)c2)CC1	-1	0%	11%	-10%	0.6	10	-6%	-3%	-7
3	COc1ccc(CN2CCN(C(=O)CCC(=O)Nc3nnc(C(C)C)s3)CC2)cc1F	3	-8%	11%	-20%	-2.1	11	-4%	-2%	1
4	CC(C)Cn1c(=O)c(-[n+]2ccccc2)c([O-])c2ccccc21	-4	-15%	4%	8%	-1.6	-14	2%	0%	-6
5	N#Cc1ccc(Sc2ccccn2)c([N+](=O)[O-])c1	5	-3%	0%	29%	0.7	2	16%	-23%	3
6	CC(=O)N(/N=C1\Sc2ccccc2C1=O)c1ccccc1	-7	1%	-9%	16%	2.2	-59*	-6%	8%	-2
7	CN=C1NN=C(c2cc(C)n(-c3ccc(Cl)cc3)c2C)CS1	-6	-29%	1%	-27%	-3.6	-10	0%	3%	5
8	Cc1ccc(-c2csc(-c3cc(C)on3)n2)cc1	7	-18%	-4%	8%	-1.7	3	-6%	-2%	4
9	S=C(NCCN1CCOCC1)NC1CCCC1	-13	-11%	5%	1%	0.5	4	-2%	-7%	-3
10	O=C(CCCC(=O)N(CC(=O)NC1CCCC1)Cc1ccccc1)Nc1ccccn1	6	-2%	5%	-1%	0.2	8	-7%	13%	-5
11	C/C(CCc1ccco1)=N/NC(=O)CCC(=O)Nc1cccc(Cl)c1	-21	-4%	-7%	5%	2.1	-4	-17%	-5%	0
12	CC(C)OCCCNC(=S)N1CCC(C(=O)c2ccc(Cl)cc2)CC1	6	-10%	-2%	?	-1.1	21	-3%	-8%	1
13	CC(=O)c1ccc(NC(=O)C2CCC(C)NC2=O)cc1 (stereo not given)	-1	2%	-4%	4%	0.3	5	1%	0%	0
14	COC(=O)C1=C(N)c2c(F)cccc2C1(C#N)c1ccc(F)cc1 (stereo not given)	6	-9%	4%	?	0.2	-14	0%	-9%	-14
15	CC(C)COc1cccc(C(=O)Nc2ccc(CN3CCOCC3)cc2)c1	9	-14%	7%	8.9µM*	-1.1	-26	-24%	3%	-9
16	Cc1ccc(S(=O)(=O)CCc2nc3ccccc3s2)cc1C	-1	-1%	0%	-29%	1.8	15	-2%	-5%	-1
17	CN(C)c1ccc(NC(=O)CSc2nc3ccccc3c(=O)n2CC2CCCO2)cc1 (stereo not given)	-9	-14%	11%	-13%	-0.1	-9	9%	-4%	-8
18	CS(=O)(=O)N1CCn2c1nc1ccccc12	6	-1%	0%	14%	0.6	6	1%	-3%	-7
19	O=C1CNC(=S)N1c1nc2ccccc2s1	-6	3%	0%	7%	1.6	18	1%	-13%	2
20	ClCc1ncc(-c2ccc(Cl)cc2)o1	0	0%	2%	15%	-0.1	7	3%	3%	7

# Entries of single compounds, quoted from the list.
# CC(C)COc1cccc(C(=O)Nc2ccc(CN3CCOCC3)cc2)c1 in the list: PI5P4Ka inh: 9; PLK1 PBD block: -14%; GLP-1R agonist: 7%; GLP-1R inv ag: 8.9µM*; IL2 activator: -1.1; DRD3 antagonist: -26; GLP1R cytotox: -24%; WRN helicase inh: 3%; D3 ag: -9
# ClCc1ncc(-c2ccc(Cl)cc2)o1 in the list: PI5P4Ka inh: 0; PLK1 PBD block: 0%; GLP-1R agonist: 2%; GLP-1R inv ag: 15%; IL2 activator: -0.1; DRD3 antagonist: 7; GLP1R cytotox: 3%; WRN helicase inh: 3%; D3 ag: 7

# Continued:
cpd	SMILES	PI5P4Ka inh	PLK1 PBD block	GLP-1R agonist	GLP-1R inv ag	IL2 activator	DRD3 antagonist	GLP1R cytotox	WRN helicase inh	D3 ag
21	Cc1ccc(Nc2nc(N)nc(CN3CCN(C(=O)c4ccco4)CC3)n2)cc1Cl	/	-9%	15%	-14%	0.6	-12	-18%	4%	-3
22	COC(=O)c1c(C)oc(C)c1S(=O)(=O)Nc1ccccc1	1	-2%	0%	-7%	-0.4	6	0%	3%	3
23	Cc1ccc(NC(=O)COC(=O)/C=C/c2cccc(Cl)c2)cc1S(=O)(=O)N1CCOCC1	-1	-1%	5%	9%	-0.2	-2	0%	-7%	1
24	Cc1cc(C)n(NC(=S)NC2CCCCC2)c(=O)c1C#N	-6	2%	-1%	14%	0.6	-20	2%	3%	-14
25	CCCCS(=O)(=O)NC1=NCN(CCO)CN1	/	1%	-2%	1%	-2.1	-11	-7%	7%	0
26	CCOC(=O)c1nn(-c2ccc3c(c2)OCCO3)cc1O	-9	0%	-1%	-13%	0.0	3	10%	1%	2
27	Cc1ccc(NC(=O)c2nc[nH]c2C(=O)NCCN(CCNC(=O)c2[nH]cnc2C(=O)Nc2ccc(C)cc2)CCNC(=O)c2[nH]cnc2C(=O)Nc2ccc(C)cc2)cc1	-18	-8%	-3%	13%	-0.3	5	16%	9%	5
28	C1=C[C@@H]2CCN(Cc3ccccc3)Cc3cccc(c32)C1	-1	-3%	3%	-12%	-0.5	?	0%	-3%	-50
29	COc1ccccc1-c1cc(-c2ccc(C)cc2)nc(SCc2nnc(-c3ccccc3)o2)c1C#N	-5	21µM*	-1%	0%	-3.3	22	-10%	-1%	-1
30	Cc1noc(C)c1S(=O)(=O)N(C)C[C@H]1OCc2cnnn2CCCC(=O)N([C@H](C)CO)C[C@H]1C	2	-8%	-2%	7%	-1.3	-2	-6%	2%	-9
31	CCc1cccc(NC(=O)Cc2ccc(OC)c(OC)c2)c1	-4	-17%	15%	8%	-0.4	12	8%	1%	1
32	Cc1nn(C)cc1/C=N/NC(=O)Cn1cncn1	-2	2%	2%	14%	-4.5	8	9%	1%	14
33	O=C(CCc1ccccc1)Nc1nc2n(n1)C(c1ccc(Cl)cc1)CC(=O)N2 (stereo not given)	1	0%	-4%	-18%	1.4	-22	-17%	-12%	1
34	CC(C)(C)c1cnnn1-c1ccc(C(=O)CCl)cc1	/	6.7µM*	-7%	3%	-2.3	?	4%	-22%	-6
35	O=c1nccc(SCc2ccc(Cl)cc2Cl)[nH]1	-1	-7%	5%	-23%	0.6	13	-4%	-6%	2
36	COc1ccc(-c2cnc3c(c2)CCC3(C#N)C#N)cc1	1	-1%	11%	?	-0.1	-13	?	-5%	-7
37	CC1Cc2ccccc2N1C(=O)CCn1cccn1 (stereo not given)	-7	-10%	-3%	3%	-0.4	-23	14%	-14%	-1
38	CCn1cc(S(=O)(=O)NCc2ccc3c(c2)OCO3)cn1	1	-1%	-1%	24%	-3.0	14	-3%	-7%	12
39	CC1(C(=O)NCc2ccccc2)CCC(=O)N1CCc1c[nH]c2ccccc12 (stereo not given)	-2	-13%	8%	16%	-0.3	1	0%	6%	-4
40	COc1cc(Cl)c(S(=O)(=O)N2CCOCC2)cc1Cl	/	2%	4%	8%	-3.2	-9	1%	-8%	-2
41	CCOc1ccc(CC(=O)N2CCN(c3ccc(N4CCOCC4)nn3)CC2)cc1OCC	2	-20%	3%	12%	-2.7	-10	5%	4%	-8
42	O=C(NCCCN1CCOCC1)c1ccco1	-2	3%	-11%	3%	-2.2	21	-1%	1%	9
43	COc1ccccc1CNC(=O)COC(=O)Cc1cccc(F)c1	-4	-2%	-2%	2%	0.0	-12	3%	2%	1
44	Cc1cccc(NC2=NCC(=O)N2Cc2ccccc2)c1	-5	-17%	?	24%	-2.0	37	-12%	-3%	2
45	CCOC(=O)c1c(C)[nH]c(C(=O)N/N=C\c2ccccc2Cl)c1C	12	-4%	-9%	?	1.1	2	?	-24%	-7
46	CCOc1nc(-c2ccccc2Cl)nc2ccccc12	23	-1%	14%	?	2.3	0	10%	-7%	6
47	O=[N+]([O-])c1ccccc1S(=O)(=O)N1CCN(Cc2cc3c(cc2O)OCO3)CC1	-7	?	3%	10%	0.9	?	9%	-8%	-7
48	NNC(=O)[C@@H]1C[C@@H]1c1ccccc1	5	-23%	5%	-12%	-0.6	-1	5%	-4%	4
49	O=C1[C@@H]2CSC(c3ccc(F)cc3)N2C(=O)N1c1ccc(Cl)cc1 (stereo not given in full)	/	/	1%	?	/	/	2%	/	0
50	Cc1ccc(C(=O)N/N=C\c2cccnc2)s1	-13	-7%	-2%	0%	0.1	1	-17%	1%	-9
51	Cc1cccc([C@@H]2[C@@H]3C(=O)N(Cc4ccccc4)C(=O)[C@@H]3[C@]3(C)C(=O)N(c4cccc(Cl)c4)C(=O)N23)c1	1	-12%	4%	?	-4.1	-60*	-21%	0%	-5
52	O=C(NCCOc1ccc(Cl)cc1)c1ccco1	6	-17%	8%	-7%	-3.2	-2	9%	0%	2
53	CCc1ccc(/C=C2\SC(=S)N(CCC(=O)N3CCN(C)CC3)C2=O)cc1	-2	-7%	-1%	-16%	-0.3	-1	-27%	-10%	-2
54	CSc1nnc(NC(=O)C23CC4CC(CC(C4)C2)C3)s1	1	-9%	6%	?	-3.3	8	-17%	-7%[57.1 µM]	25
55	CCc1sc(NC(C)=O)nc1-c1ccccc1	-1	-12%	0%	-2%	0.2	-4	-10%	-6%	0
56	C[C@@H]1CN([C@@H](C)CO)C(=O)c2cc(Br)cnc2O[C@@H]1CN(C)Cc1cncnc1	-2	3%	7%	24%	-1.2	6	-22%	9%	5
57	Cc1ccc(-c2csc(N3CCN(CCCn4c(C(F)(F)F)nc5ccccc54)CC3)n2)cc1	27	-12%	-3%	?	0.6	0	10%	-6%	-19
